# Screening results from PubChem BioAssay.
# D2 potentiator: positive allosteric modulators of human D2 dopamine receptor; HEK293 T-REx D2, calcium flux, EC20 dopamine potentiation; potentiation, % at 10 µM; 0.34% of 340,000 active; AID 485347;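 active = potentiation over 3 SD above the plate norm, cut at about 30% in these data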; also: 0% is about no effect
# Target sequence (P14416 whole entry, looked up): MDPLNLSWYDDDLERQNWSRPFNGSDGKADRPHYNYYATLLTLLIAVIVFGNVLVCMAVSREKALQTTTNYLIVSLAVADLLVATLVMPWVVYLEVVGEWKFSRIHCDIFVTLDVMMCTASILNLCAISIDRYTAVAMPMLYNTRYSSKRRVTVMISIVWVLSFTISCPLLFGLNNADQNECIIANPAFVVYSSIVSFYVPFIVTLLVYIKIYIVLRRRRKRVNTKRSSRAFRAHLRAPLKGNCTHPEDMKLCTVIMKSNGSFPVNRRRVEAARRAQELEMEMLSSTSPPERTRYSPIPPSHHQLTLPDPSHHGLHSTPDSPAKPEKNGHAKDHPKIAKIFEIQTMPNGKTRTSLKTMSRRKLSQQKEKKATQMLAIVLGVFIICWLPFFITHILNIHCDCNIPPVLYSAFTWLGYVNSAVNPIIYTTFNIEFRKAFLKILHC
#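 Calcium flux readout, no-wash dye, 1 read/s. Inducible HEK293 Trex D2 line, overnight 30 C. Compound alone 180 s (agonist flags), then EC20 dopamine, another 180 s to score potentiation.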
# RXFP1 antagonist: RXFP1 (human) relaxin receptor antagonism; 0.59% of 350,000 active; HEK293-RXFP1, relaxin-stimulated cAMP HTRF, 30 min; hits give low values; Q9HBX9; AID 1259400; activity change, negative = inhibition, % at 57.5 µM;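 active = activity change of -60% or lower, but not beyond a set lower limit; inconclusive = change between -60% and -40%, or beyond the set limit; inactive = change above -40%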; also: % is scaled to controls: 0 for no effect and ±100 for the full control effect
# Vif-APOBEC3F blk: inhibitors of Vif-A3F interaction | AID 602313 | 0.2% of 390,000 active | Potency, µM (top dose mostly 46.1 µM), without a hit: at the top dose activity, negative = active | HeLa A3F-eYFP + Vif (tagged APOBEC3F with the HIV-1 protein that degrades it), YFP fluorescence increase; also: potency is read from the fitted curve at half-maximal effect; % of control where 0% means no effect; nearly all actives have a fitted effect of over 65% in size
#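 HeLa cells stably expressing Vif plus C-terminally eYFP-tagged A3F were seeded, incubated overnight at 37 deg C, dosed with compound, incubated overnight again at 37 deg C. Yellow fluorescence (Ex 488/Em 500-530) reported blocked Vif-mediated A3F-eYFP degradation.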
# D1 ag: agonists of human D1 dopamine receptor | P21728 | HEK293 T-REx D1 cells, calcium flux, agonist mode | activation, % at 2 µM | 1% of 360,000 active; in the data active = activation above about 30%; also: 0% is about no effect
# Target sequence (P21728 whole entry, looked up): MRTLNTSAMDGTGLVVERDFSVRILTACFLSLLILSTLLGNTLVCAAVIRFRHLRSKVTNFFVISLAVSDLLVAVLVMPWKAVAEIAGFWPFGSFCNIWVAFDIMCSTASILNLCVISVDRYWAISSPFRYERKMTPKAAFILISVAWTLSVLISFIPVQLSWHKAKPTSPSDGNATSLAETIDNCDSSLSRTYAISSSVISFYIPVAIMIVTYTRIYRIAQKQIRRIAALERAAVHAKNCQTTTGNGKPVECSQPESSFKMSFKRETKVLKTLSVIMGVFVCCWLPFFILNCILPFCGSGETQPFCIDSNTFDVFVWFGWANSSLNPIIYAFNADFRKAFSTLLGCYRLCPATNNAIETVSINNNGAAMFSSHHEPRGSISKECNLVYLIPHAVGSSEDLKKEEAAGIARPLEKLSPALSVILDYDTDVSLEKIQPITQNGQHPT
#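 Agonism was scored from calcium flux recorded over 180 s (1 read/s) after pintool compound addition, following a 10-cycle baseline. Cells were inducible force-coupled HEK293 TREx D1, plated overnight at 30 C and loaded with no-wash calcium dye.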
# D1 PAM: human D1 dopamine receptor positive modulation; P21728; HEK293 TREx D1 cells, calcium flux, dopamine EC20 potentiation; potentiation, % at 10 µM; 0.036% of 360,000 active; in the data active = potentiation above about 30%; also: 0% is about no effect
# RXFP1 ag: agonists of human relaxin receptor RXFP1; Q9HBX9; HEK293T-RXFP1 cAMP TR-FRET, 30 min; response scale: percent of porcine relaxin response, buffer zero; Potency, µM (highest dose often 57.5 µM), for the others: at the top dose activation, actives largely listed as activators; 0.3% of 370,000 active; also: potency is read from the fitted curve at half-maximal effect; % is scaled to controls: 0 for no effect and ±100 for the full control effect; nearly all actives have a fitted effect of over 60% in size; many of its hits are not listed in these tables
#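 HEK293T cells stably expressing RXFP1 were pretreated with the PDE4 inhibitor Ro 20174, exposed to compounds for 30 min at 37C, lysed, and cAMP was read by TR-FRET. Data normalized to buffer (basal) and 29 nM porcine relaxin (100%).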
# D1 antagonist: blocks dopamine activation of the human D1 receptor; HEK293 TREx D1 cells, calcium flux, dopamine EC80; hits give low values; activity change, negative = inhibition, % at 10 µM; 3.2% of 360,000 active; in the data active = activity change below about -30%; also: % is scaled to controls: 0 for no effect and ±100 for the full control effect
#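 Kinetic fluorescence of a calcium dye serves as the read-out. D1-expressing Hek293 Trex cells, induced overnight at 30 C, are exposed to compound for 180 s before an EC80 dopamine addition, then read 180 s further.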
# Vif-A3G inh: blocks the Vif interaction with human APOBEC3G. Q9HC16. HeLa A3G-eYFP + Vif (tagged APOBEC3G with the HIV-1 protein that degrades it), YFP fluorescence, overnight. Potency, µM (titrated, usually from 46.1 µM), for inactives: at the highest dose activity, negative = active, hits mostly inhibitors. 0.076% of 410,000 active;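 also: potency is read from the fitted curve at half-maximal effect; % is scaled to controls: 0 for no effect and ±100 for the full control effect; nearly all actives have a fitted effect of over 60% in size; hits raise eYFP signal because A3G escapes Vif-driven loss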
#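 HeLa cells stably expressing Vif and C-terminally eYFP-tagged A3G, seeded overnight at 37 deg C, then exposed to compound by pintool overnight at 37 deg C. Rise in yellow fluorescence (Ex 488/Em 500-530, Acumen) marks blocked Vif-driven A3G degradation.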
# Glioma ERSR ind: induces the endoplasmic reticulum stress response in human glioma cells; Potency, µM, without a hit: top-dose activation, most hits filed as activators; 0.02% of 420,000 active; U87-MG GRP78 promoter luciferase reporter, 16 h; also: potency is read from the fitted curve at half-maximal effect; series mostly up to about 76 µM; % of control where 0% means no effect; nearly all actives have a fitted effect of over 35% in size
#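 ERSR induction read as luciferase luminescence (Bright-Glo, 10 min at room temperature) in stably transfected human U87-MG glioma cells exposed to compounds for 16 h, using GRP78 as sensor.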
# * = called active by the depositor; ? = inconclusive; . = not tested or not shown; & = joins results of further samples; ! = not confirmed by another sample. Unless noted, calls follow the shape of the dose curve; as a rule, active = well fitted curve in the direction sought with a large enough effect; inconclusive = small, poorly fitted or top-dose-only effect, or another doubt; inactive = no such curve, though single readings can be large; an effect the other way counts as inactive or inconclusive. These rows are one share of the data; the hit share may differ from the screen's.
# Order of results – Vif-APOBEC3F blk	Glioma ERSR ind	RXFP1 ag	Vif-A3G inh	D1 PAM	RXFP1 antagonist	D1 ag	D2 potentiator	D1 antagonist
O=C(O)CSC(=S)N1CC2CC(C1)c1cccc(=O)n1C2 (centres undefined)
  -2%	-3%	0.9%	1%	1	9	1	-2	3
CC(=O)C1C(=O)NC23CCCCC2C1c1ccccc1O3 (centres undefined)
  -9%	-1%	0.6%	-6%	-2	-25	1	5	7
CC(C)[C@H]1C(=O)O[C@H](C(C)C)C(=O)N(C)[C@@H](C(C)C)C(=O)O[C@H](C(C)C)C(=O)N(C)[C@@H](C(C)C)C(=O)O[C@H](C(C)C)C(=O)N1C
  -28%	-1%	1.0%	-1%	-3	.	53*	3	-33*
CCS(=O)(=O)N1CCCC(C(=O)N2CCC3(CC2)OCCO3)C1 (centres undefined)
  -8%	-4%	0.1%	2%	2	-2	0	7	-4
Nc1c2c(nc3sc4c(c13)CCCCC4)CCCC2
  -2%	-2%	-2.3%	2%	-12	-20	20	9	-42*
CCSc1cc(C2C(C#N)=C(N)Oc3n[nH]c(C)c32)c(C)o1 (centres undefined)
  -6%	?	0.4%	?	-3	-9	1	8	-15
COc1ccc(C=C2C(=O)N(C)C(=O)N(C)C2=O)cc1CSc1ccccn1
  -19%	4%	0.3%	-17%	-4	2	1	-7	20
C=Cn1ccnc1P(=S)(c1ccccc1)c1nccn1C=C
  2%	3%	7.1%	6%	-5	-13	2	-1	-4
C[C@]12CCC3C(CC[C@H]4[C@H](O)[C@H](O)CC[C@]34C)C1CC[C@@H]2O (some centres undefined)
  2%	-2%	.	0%	.	-3	.	.	.
Cc1cc(C)c(C)c(C(O)(C(=O)O)c2ccccc2)c1C (centres undefined)
  -1%	0%	.	3%	.	-4	.	.	.
Cc1cccc(NC(=O)CN2CCN(C(=O)COc3cccc(Br)c3)CC2)c1C
  1%	-4%	-0.7%	3%	0	-3	-1	10	-3
COC(=O)C1=C(c2ccc(OC(F)(F)F)cc2)C[C@@H]2CC[C@H]1N2C(=O)NCc1cccc2ccccc12
  -3%	-4%	-0.3%	0%	4	.	2	8	-14
Cc1cc(C)c(N=Cc2c(O)[nH]c(=O)[nH]c2=O)c(C)c1
  3%	-1%	0.0%	-16%	0	-11	-4	1	22
CN1C(=O)C(=Cc2ccc(N3CCOCC3)o2)C(=O)N(C)C1=O
  11µM*	2%	-0.4%	-10%	-2	-4	45*	12	15
CN1CC=C(c2c[nH]c3ccccc23)CC1
  -11%	0%	0.2%	-1%	-1	-11	4	-22	-1
CCC(C)(C)c1ccc(O)cc1
  -16%	-2%&-1%	0.4%	-1%	1	2	-2	-12	.
CC(=O)OC1=CC[C@H]2[C@@H]3CC[C@H]4C[C@H](OC(C)=O)[C@@H](OC(C)=O)C[C@]4(C)[C@H]3CC[C@]12C
  -7%	-3%	0.1%	1%	-4	6	1	-2	-1
Cc1nn(-c2ccccc2)c2c1CC1(C(=O)N(C)C(=O)N(C)C1=O)C1CCCCN21 (centres undefined)
  .	-3%	0.7%	-1%	-7	3	2	-4	7
C=CCn1c(O)c(/C=C/C=Nc2ccccc2)c(=O)[nH]c1=O
  -17%	-3%	-6.0%	-9%	-3	-1	16	0	-3
Cc1ccccc1N1C(=O)NC(=O)/C(=C\c2cc(C)n(C)c2C)C1=O
  16%	0%	-1.3%	-2%	-3	0	-4	0	12
COc1cc(O)c(C(=O)O)c(-c2cc(O)c(O)cc2C)c1
  -19%	3%	-2.8%	2%	0	0	1	9	-31*
CN(C)CCN(CC1CCCN(Cc2ccccc2F)C1)C(=O)Cc1ccc(F)c(F)c1 (centres undefined)
  11%	-3%	-0.7%	-1%	-7	-1	3	8	17
CC1=C(C(=O)O)N2C(=O)[C@@H](NC(=O)CCCC(=O)O)[C@H]2SC1
  -8%	-1%	-0.5%	3%	1	.	-4	2	-9
CN1C(=O)/C(=C/c2ccc(N3CCCCCC3)o2)C(=O)NC1=S
  ?	-2%	-0.7%	?	1	1	21	-3	-6
CN(C(=O)Oc1ccc(F)cc1)c1ccccc1
  0%	-5%	1.8%	0%	-4	2	7	7	1
C/C(=N\Nc1ccccc1)c1c(O)n(Cc2ccccc2)c(=O)[nH]c1=O
  -8%	-2%	-1.7%	-28%	2	6	7	8	-8
Cc1cc2c(C(C)C)c(O)c(O)c(C=O)c2c(O)c1-c1c(C)cc2c(C(C)C)c(O)c(O)c(C=O)c2c1O
  .	-14%&-12%&-6%&-8%&-5%&-9%	0.6%&1.2%	10%	-5&-6	?	34*!	1&3	3&-27
COc1cc2[nH]c(C(=O)N3CCC4(CC3)OCCO4)cc2c(OC)c1OC
  -7%	-2%	0.6%	3%	0	?	1	-7	-9
COc1ccc(CCN(C)Cc2ccc(F)cc2F)cc1OC
  -7%	-4%	-1.5%	0%	-6	-2	2	-10	-17
CNC(=S)N(C)CCc1cc2c(c(OC)c1/C=C1/C(=O)NC(=O)N(C)C1=O)OCO2
  4%	-1%	0.7%	0%	-2	3	0	6	6
CCCCn1c(O)c(C(C)=NCc2ccc(F)cc2)c(=O)[nH]c1=O
  1%	-4%	1.3%	-2%	2	11	2	12	-12
Cc1ccccc1OCCCn1cc(C(=O)C(=O)N2CCOCC2)c2ccccc21
  -2%	1%	0.3%	1%	0	15	10	-1	-6
Cn1c(=O)n(C)c2cc(CNCCc3ccccc3F)ccc21
  3%	-4%	0.1%	2%	0	0	3	-8	-3
COc1ccc(Cn2c(N)c(C(=O)NCc3ccco3)c3nc4ccccc4nc32)cc1
  -22%	-8%	1.0%	2%	-5	8	3	21	-2
Cc1ccnc(-n2c(-c3ccco3)nc3ccccc3c2=O)c1
  -2%	-1%	0.1%	3%	1	3	1	10	2
O=C1NC(=O)C(CCc2ccncc2)(CCc2ccncc2)C(=O)N1Cc1ccc(F)cc1
  0%	0%	-0.7%	0%	1	-1	0	10	-2
COC(=O)C1=C(c2ccc3ccccc3c2)C[C@@H]2CC[C@H]1N2C(=O)N1CCOCC1
  1%	-5%	-0.6%	-10%	0	.	-4	.	.
Cc1ccc(C)c(Cn2c(C(=O)O)c(C=O)c3ccccc32)c1
  ?	-2%	-0.6%	?	3	-3	3	8	8
CCn1c(O)c(C=NCc2cccs2)c(=O)[nH]c1=O
  -8%	-1%	0.0%	0%	6	-1	1	6	2
CCCCOC(=O)C1=C(N)OC2=C(C(=O)CCC2)[C@]12C(=O)Nc1ccccc12
  -12%	-3%	-1.0%	-3%	-2	4	0	11	7
COC(=O)C1=C(c2ccc(-c3ccccc3)c(F)c2)C[C@@H]2CC[C@H]1N2C(=O)NCCNC(C)=O
  2%	2%	0.2%	1%	0	.	4	2	-13
CCOC(=O)C(O)(c1ccc(NC(=O)NC)cc1)C(F)(F)F (centres undefined)
  3%	-10%	1.0%	1%	13	-8	2	.	1
Cn1c(O)c(Cc2cccc(Cl)c2Cl)c(=O)n(C)c1=O
  -12%	4%	-0.3%	-1%	10	0	2	3	7
C/C(=C\c1ccc(N(C)C)cc1)[N+](=O)[O-]
  0%	-16%	-2.7%	?	-7	2	22	-3	-6
CC(Cc1ccccc1)NC(=O)/C=C/c1ccc(Cl)cc1 (centres undefined)
  -4%	5%	3.0%	-1%	-9	-6	1	-2	-32*
COC(=O)C1=C(c2cccc(OCc3ccccc3)c2)C[C@@H]2CC[C@H]1N2C(=O)NCc1cccc(C(F)(F)F)c1
  3%	-5%	4.0%	-3%	-7	.	8	-9	.
FC(F)(F)c1cccc(NC2=NCCCS2)c1
  -3%	-3%	-0.3%	0%	-8	13	5	-3	1
Nc1ccccc1C(=O)OC1CSC1
  -7%	-1%	-0.3%	0%	-3	7	0	-7	-19
CS(=O)(=O)NNP(=O)(NNS(C)(=O)=O)NC(=O)c1ccccc1
  -7%	-1%	-2.9%	-8%	-1	-4	1	2	-1
OCCNCCc1c[nH]c2ccc(OCc3ccccc3)cc12
  1%	-2%	3.6%	0%	-4	-1	2	-22	7
Cc1oc(-c2ccc(F)cc2F)nc1CN1C[C@@H]2C[C@@H](C1)c1cccc(=O)n1C2
  -3%	-3%	11%	1%	-8	?	2	4	6
Cc1cc(OCC(=O)N[C@H](C(=O)O)c2ccccc2)c2c3c(c(=O)oc2c1)CCC3
  -1%	-3%	1.7%	2%	0	.	3	8	-19
Cc1nc2sccc2c(=O)n1-c1ccccc1Cl
  -1%	-1%	0.0%	0%	5	2	0	8	-2
Cc1ccccc1-n1c(O)c(C=Nc2ccc(N(C)C)cc2)c(=O)[nH]c1=O
  3%	-4%	-0.7%	0%	-3	-11	5	2	3
CC(=O)O[C@@]12CO[C@@H]1C[C@H](O)[C@@]1(C)C(=O)[C@H](O)C3=C(C)[C@@H](O)C[C@@](O)([C@@H](OC(=O)c4ccccc4)C12)C3(C)C (some centres undefined)
  -5%	-2%	-2.4%	?	0	.	1	4	8
COCCCN1CCN(c2nnc3n2-c2sc(Br)cc2C(c2ccccc2Cl)=NC3)CC1
  -4%	-5%	8.3%	2%	8	-5	2	-6	1
COc1cc(OC)c(OC)cc1/C=C1\C(=O)NC(=O)N(Cc2ccccc2)C1=O
  -70%	-7%	1.2%	-7%	3	-9	2	3	0
CCOC(=O)CC(SP1(=S)OCC2(CCCCO2)C(C2CCCCO2)O1)C(=O)OCC (centres undefined)
  9%	14%	.	-2%	.	?	.	.	.

# 2 entries from above in a different format:
canonical_smiles | Vif-APOBEC3F blk | Glioma ERSR ind | RXFP1 ag | Vif-A3G inh | D1 PAM | RXFP1 antagonist | D1 ag | D2 potentiator | D1 antagonist
Cc1ccnc(-n2c(-c3ccco3)nc3ccccc3c2=O)c1 | -2% | -1% | 0.1% | 3% | 1 | 3 | 1 | 10 | 2
Cc1cc(OCC(=O)N[C@H](C(=O)O)c2ccccc2)c2c3c(c(=O)oc2c1)CCC3 | -1% | -3% | 1.7% | 2% | 0 | . | 3 | 8 | -19
